Compound activity as filed in PubChem BioAssay.
EBI2 antag: EBI2 receptor antagonists, beta-arrestin recruitment, primary screen, cell-based, luminescence, 7a,25-OHC stimulation, uHTS | G-protein coupled receptor 183 (Homo sapiens), P32249 | 7a,25-OHC stimulated | inhibition, % at 5 µM | actives 0.81% (n = 360,000); in the data active means inhibition above about 38%;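 further: enzyme fragment complementation signal reports receptor beta-arrestin coupling in cells; 0% = agonist plus DMSO wells and 100% = wells without agonist; some results beyond the cut were filed as inactive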
ATG4B inh: ATG4B protease inhibitors, primary screen, biochemical, fluorescence, uHTS | inhibition, % at 8.33 µM | actives 0.51% (n = 340,000) | ATG4B cleavage of LC3-PLA2, NBD-HPC fluorescence, 1 h | Cysteine protease ATG4B (Homo sapiens), Q9Y4P1; in the data active means inhibition above about 40%
APJ antagonist: antagonists of human apelin receptor APJ, primary screen, CHO-K1 cells, beta-arrestin complementation, luminescence; P35414; actives 0.32% (n = 330,000); inhibition, % at 20 µM; AID 2521, 2010;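 active means inhibition above about 40% at 20 µM, limit read from the data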;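 further: cells challenged with 10 nM apelin-13 agonist together with compound; plate controls were apelin-13 plus DMSO wells for no effect and DMSO wells lacking apelin-13 for full effect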
Target sequence (P35414 whole entry, looked up): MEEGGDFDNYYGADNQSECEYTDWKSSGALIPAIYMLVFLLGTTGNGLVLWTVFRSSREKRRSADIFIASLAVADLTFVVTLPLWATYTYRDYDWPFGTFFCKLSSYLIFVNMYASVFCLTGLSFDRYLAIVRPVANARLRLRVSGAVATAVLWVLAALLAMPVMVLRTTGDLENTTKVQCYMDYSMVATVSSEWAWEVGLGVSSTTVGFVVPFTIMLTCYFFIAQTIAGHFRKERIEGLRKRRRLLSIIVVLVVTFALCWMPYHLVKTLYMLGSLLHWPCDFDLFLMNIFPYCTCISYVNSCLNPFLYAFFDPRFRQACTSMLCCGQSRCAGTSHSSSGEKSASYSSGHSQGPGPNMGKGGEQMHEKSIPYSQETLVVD
Gli-Sufu block: Gli-Sufu pathway antagonists, primary screen, luciferase luminescence, Sufu-KO-LIGHT cells, uHTS | Sufu-KO-LIGHT fibroblasts, Gli luciferase reporter luminescence | inhibition, % at 5 µM | actives 0.74% (n = 340,000);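 active means inhibition above about 55%, limit read from the data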;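 further: 0% = DMSO-treated cells and 100% = wells with medium but no cells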
CXCR6 inh: CXCR6 receptor inhibitors, primary screen, cell-based, beta-arrestin, luminescence, CHO-K1 PathHunter, 1536-well. C-X-C chemokine receptor type 6 (Homo sapiens), O00574. inhibition, % at 20 µM. actives 0.36% (n = 360,000). AID 602244, 2012; in the data active means inhibition above about 34%, passing the limit was not always enough;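 further: antagonist mode with CXCL16 agonist at 10 nM final; 0% = 10 nM CXCL16 with DMSO and 100% = unstimulated wells without agonist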
Target sequence (O00574 whole entry, looked up): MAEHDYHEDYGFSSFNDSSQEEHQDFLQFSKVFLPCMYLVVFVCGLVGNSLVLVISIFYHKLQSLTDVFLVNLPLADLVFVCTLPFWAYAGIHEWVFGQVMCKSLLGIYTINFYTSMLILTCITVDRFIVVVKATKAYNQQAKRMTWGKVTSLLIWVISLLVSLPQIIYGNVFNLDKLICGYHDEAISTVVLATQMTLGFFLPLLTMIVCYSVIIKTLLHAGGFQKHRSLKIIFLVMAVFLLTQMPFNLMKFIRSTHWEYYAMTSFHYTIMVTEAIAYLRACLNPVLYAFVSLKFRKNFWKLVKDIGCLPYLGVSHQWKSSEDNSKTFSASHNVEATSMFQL
UBC13 inh: UBC13 polyubiquitin chain formation inhibitors, primary screen, biochemical, TR-FRET, uHTS; inhibition, % at 20 µM; actives 0.47% (n = 330,000); Ubiquitin-conjugating enzyme E2 N (Homo sapiens), P61088; in the data active means inhibition above about 45%, passing the limit was not always enough
CCR6 antag: CCR6 receptor antagonists, primary screen, cell-based, CHO-K1, luminescence, beta-arrestin, uHTS. C-C chemokine receptor type 6 (Homo sapiens), P51684. AID 493098, 2011. inhibition, % at 20 µM. CHO-K1 CCR6 PathHunter beta-arrestin, CCL20-stimulated. actives 0.49% (n = 340,000);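 active means compounds whose inhibition of the agonist-driven luminescence signal at 20 µM reaches about 50%, limit read from the data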;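 further: cells stimulated with CCL20 at 14 nM final; plate controls were DMSO with CCL20 for no effect and DMSO without agonist for full effect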
Target sequence (P51684 whole entry, looked up): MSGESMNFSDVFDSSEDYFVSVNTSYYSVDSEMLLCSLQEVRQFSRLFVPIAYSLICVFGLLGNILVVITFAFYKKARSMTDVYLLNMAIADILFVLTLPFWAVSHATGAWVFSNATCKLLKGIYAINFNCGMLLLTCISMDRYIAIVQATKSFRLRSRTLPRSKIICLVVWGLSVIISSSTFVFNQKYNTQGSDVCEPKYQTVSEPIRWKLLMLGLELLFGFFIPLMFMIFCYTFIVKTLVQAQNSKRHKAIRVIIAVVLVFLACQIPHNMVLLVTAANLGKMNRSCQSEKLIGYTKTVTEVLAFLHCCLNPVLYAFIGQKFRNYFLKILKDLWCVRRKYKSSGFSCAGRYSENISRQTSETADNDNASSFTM
APJ agonist: agonists of human apelin receptor APJ, primary screen, CHO-K1 cells, PathHunter beta-arrestin, luminescence | P35414 | 0% DMSO wells, 100% apelin | activation, % at 20 µM | actives 0.11% (n = 330,000) | AID 2520, 2010;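 active means activation more than six SD over the plate average, tested at 20 µM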;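 further: 0% = DMSO alone and 100% = apelin-13 at 10 nM; some results filed as inactive read as strong as hits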
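Assay system: engineered CHO-K1 APJ arrestin reporter cells; Amount: 1000 CHO-K1 reporter cells seeded per well; Dosing: one dose, 20 µM compound, 1% DMSO; Times: compound stimulation 90 min at 25 °C, detection 60 min; Measured by: luminescent beta-gal fragment complementation, chemiluminescent substrate; Read-out: APJ–arrestin association signal; Controls: DMSO vs Apelin-13 10 nM.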
Starred values were filed as active, the others as inactive; x = not tested or not shown.

SMILES	EBI2 antag	ATG4B inh	APJ antagonist	Gli-Sufu block	CXCR6 inh	UBC13 inh	CCR6 antag	APJ agonist
Cc1cccc(C2Nc3ccccc3C(=O)N2NC(=O)c2ccc([N+](=O)[O-])cc2)n1 (centres undefined)	5	-4	-23	4	-4	-7	21	1
N#Cc1c(N)nc2c(c1-c1ccc(Br)s1)CCCC2	-7	-6	14	1	1	-2	-1	1
Cc1cc2c(s1)CCCCC(=O)N2	-5	0	-9	19	-8	3	4	5
CCCN(CCC)C(=O)CC(c1ccccc1)c1cc(C)ccc1O (centres undefined)	7	-2	32	-1	-2	-2	21	-2
Cc1ccccc1-c1cccc([C@@H]2C[C@H]3C(CN2)CON3C)c1 (some centres undefined)	2	2	x	-5	5	x	12	x
COc1ccc(-c2nsc3c(N4CCN(S(=O)(=O)c5ccccc5F)CC4)ncnc23)cc1	-2	3	9	-5	3	11	16	1
CCN(CC)CCOc1nc(C)nc2c1oc1ccccc12	-6	-6	5	7	6	2	4	-5
COc1ccc(CNC2CCN(Cc3ccccc3)CC2)cc1	-1	0	-3	58*	2	3	14	-2
COc1ccc(C2CCCN2C(=O)Nc2ccc(C)c(C)c2)cc1OC (centres undefined)	51*	-3	24	5	6	-1	17	1
COc1ccc(NC(=O)c2ccco2)cn1	-26	-7	-6	23	3	-11	-11	-3
O=c1nc2s/c(=C\c3ccco3)c(=O)n2nc1Cc1ccc(F)cc1	-13	7	4	5	-9	-6	-8	0
CC(=O)Nc1ccc(C(=O)OCc2ccccc2Cl)cc1	3	-7	5	-9	5	-13	19	-6
CCN(CC)c1ccc(NC(=O)COC(=O)CCC(=O)c2ccc(F)cc2)cc1	-18	-9	-25	-8	-7	-6	12	7
O=S(=O)(N/N=C/c1ccc(Cl)cc1)c1ccc(Cc2ncc(C(F)(F)F)cc2Cl)s1	1	-4	-4	-1	6	-18	11	-5
Cc1nnc(SCc2cc(=O)[nH]c(/N=C(\N)Nc3ccccc3)n2)s1	4	1	6	1	8	1	4	-2

2 successive records out of the list so far, quoted:
SMILES	EBI2 antag	ATG4B inh	APJ antagonist	Gli-Sufu block	CXCR6 inh	UBC13 inh	CCR6 antag	APJ agonist
Cc1cccc(C2Nc3ccccc3C(=O)N2NC(=O)c2ccc([N+](=O)[O-])cc2)n1 (centres undefined)	5	-4	-23	4	-4	-7	21	1
N#Cc1c(N)nc2c(c1-c1ccc(Br)s1)CCCC2	-7	-6	14	1	1	-2	-1	1

The results go on:
SMILES	EBI2 antag	ATG4B inh	APJ antagonist	Gli-Sufu block	CXCR6 inh	UBC13 inh	CCR6 antag	APJ agonist
O=C(O)/C(=C\c1cccs1)c1ccc(F)cc1	-2	-4	-18	4	-2	-3	6	0
O=C(NCc1ccco1)c1ccc(S(=O)(=O)N2CCCCC2)cc1	-16	-7	7	3	10	0	6	-3
O=C(CCN1c2ccccc2Sc2ccccc21)OCc1nnc(-c2ccccc2)o1	3	-3	11	0	6	2	-4	-2
Cc1ccc(S(=O)(=O)NN2C(=O)c3ccccc3NC2C)cc1 (centres undefined)	-13	17	10	12	-1	2	2	-5
CN1CCN(Cc2nc3c(c(=O)[nH]c(=O)n3C)n2Cc2c(F)cccc2Cl)CC1	2	-5	9	18	4	9	-2	-2
COc1ccc(-c2cc(CNC(C)=O)on2)cc1	-23	-6	-24	-7	8	-11	5	6
COc1ccccc1C1(O)C(=O)Nc2ccc(C)cc21 (centres undefined)	-4	0	10	x	-5	5	5	-4
Oc1ccccc1/C=N/n1cnn(Cc2ccccc2Cl)c1=S	-11	1	-13	23	-4	5	-10	3
Cc1cc(C)c(C#N)c(N2CCN(S(=O)(=O)Cc3ccccc3)CC2)n1	12	2	18	-10	-11	6	4	3
COC(=O)C1CCC(=O)N1C(c1ccc(OC)cc1)c1cc(OC)c(OC)c(OC)c1 (centres undefined)	-29	1	x	46	-2	x	-16	x
COc1ccc(CNCc2ccncc2)c(OC)c1	-4	-8	3	-1	10	-4	6	-3
O=C(c1cc2c(s1)CCCC2)N1CCN(C(=O)C2CCCO2)CC1 (centres undefined)	5	5	5	-7	-7	-16	-14	-3
COc1ccc(-c2oc(=O)c3cc(OC)c(OC)cc3c2-c2cc(F)cc(OC)c2)cc1	9	-13	21	18	6	9	-1	-3
COc1ccc(S(=O)(=O)N2CCOC2CNC(=O)C(=O)NCCN(C)C)cc1 (centres undefined)	-5	-3	-4	5	10	-2	-5	-2
CC1CN(C(=O)c2cccc(S(=O)(=O)N3CCN(c4ccc(F)cc4)CC3)c2)CC(C)O1 (centres undefined)	-3	-2	-14	15	-5	-7	8	4

As a short view, some entries already given.
SMILES	EBI2 antag	ATG4B inh	APJ antagonist	Gli-Sufu block	CXCR6 inh	UBC13 inh	CCR6 antag	APJ agonist
CC(=O)Nc1ccc(C(=O)OCc2ccccc2Cl)cc1	3	-7	5	-9	5	-13	19	-6
CCN(CC)c1ccc(NC(=O)COC(=O)CCC(=O)c2ccc(F)cc2)cc1	-18	-9	-25	-8	-7	-6	12	7
O=S(=O)(N/N=C/c1ccc(Cl)cc1)c1ccc(Cc2ncc(C(F)(F)F)cc2Cl)s1	1	-4	-4	-1	6	-18	11	-5
Cc1nnc(SCc2cc(=O)[nH]c(/N=C(\N)Nc3ccccc3)n2)s1	4	1	6	1	8	1	4	-2
O=C(O)/C(=C\c1cccs1)c1ccc(F)cc1	-2	-4	-18	4	-2	-3	6	0
O=C(NCc1ccco1)c1ccc(S(=O)(=O)N2CCCCC2)cc1	-16	-7	7	3	10	0	6	-3
O=C(CCN1c2ccccc2Sc2ccccc21)OCc1nnc(-c2ccccc2)o1	3	-3	11	0	6	2	-4	-2
Cc1ccc(S(=O)(=O)NN2C(=O)c3ccccc3NC2C)cc1 (centres undefined)	-13	17	10	12	-1	2	2	-5
CN1CCN(Cc2nc3c(c(=O)[nH]c(=O)n3C)n2Cc2c(F)cccc2Cl)CC1	2	-5	9	18	4	9	-2	-2
COc1ccc(-c2cc(CNC(C)=O)on2)cc1	-23	-6	-24	-7	8	-11	5	6
COc1ccccc1C1(O)C(=O)Nc2ccc(C)cc21 (centres undefined)	-4	0	10	x	-5	5	5	-4
Oc1ccccc1/C=N/n1cnn(Cc2ccccc2Cl)c1=S	-11	1	-13	23	-4	5	-10	3
Cc1cc(C)c(C#N)c(N2CCN(S(=O)(=O)Cc3ccccc3)CC2)n1	12	2	18	-10	-11	6	4	3
COC(=O)C1CCC(=O)N1C(c1ccc(OC)cc1)c1cc(OC)c(OC)c(OC)c1 (centres undefined)	-29	1	x	46	-2	x	-16	x
COc1ccc(CNCc2ccncc2)c(OC)c1	-4	-8	3	-1	10	-4	6	-3
O=C(c1cc2c(s1)CCCC2)N1CCN(C(=O)C2CCCO2)CC1 (centres undefined)	5	5	5	-7	-7	-16	-14	-3
COc1ccc(-c2oc(=O)c3cc(OC)c(OC)cc3c2-c2cc(F)cc(OC)c2)cc1	9	-13	21	18	6	9	-1	-3
COc1ccc(S(=O)(=O)N2CCOC2CNC(=O)C(=O)NCCN(C)C)cc1 (centres undefined)	-5	-3	-4	5	10	-2	-5	-2
CC1CN(C(=O)c2cccc(S(=O)(=O)N3CCN(c4ccc(F)cc4)CC3)c2)CC(C)O1 (centres undefined)	-3	-2	-14	15	-5	-7	8	4

More compounds.
SMILES	EBI2 antag	ATG4B inh	APJ antagonist	Gli-Sufu block	CXCR6 inh	UBC13 inh	CCR6 antag	APJ agonist
CCn1c(SCC(=O)c2ccc(Cl)cc2)nnc1C(C)C	3	0	10	12	3	-6	27	9
O=C(CCC(=O)Nc1ccccc1Cl)N/N=C/c1c[nH]c2ccccc12	-5	-2	-8	-9	-16	13	3	0
Cc1cccc(-c2c3c(=O)n(C)c(=O)n(C)c3cn2CCO)c1	-2	-4	2	-21	1	-8	8	-2
COc1cccc2sc(Nc3nnc(-c4cccs4)o3)nc12	16	6	42*	23	13	3	29	-6
CN1CCN(Cc2nc3c(c(=O)[nH]c(=O)n3C)n2CCc2ccccc2)CC1	4	0	-5	13	2	10	0	-1
Cn1c(=O)n(Cc2ccccc2)c(=O)c2c1nc1n2CCCN1Cc1ccccc1	9	-11	3	17	22	10	49	-5
CCOC(=O)c1nnn(CC(=O)N2N=C(c3cccc4ccccc34)CC2c2ccccc2)c1C(=O)OCC (centres undefined)	10	-5	2	11	5	44	2	-6
O=C(COc1ccccc1[N+](=O)[O-])N/N=C/c1ccccn1	3	4	2	-18	3	-14	-8	-4
O=C(Oc1ccc(-c2nnco2)cc1)c1ccco1	-4	-3	3	0	4	0	-3	1
O=C(CSc1nnc(-c2ccco2)n1Cc1ccco1)N1CCOCC1	-11	8	8	-17	4	-1	-13	-4
Cc1sc2nc(CN3CCN(c4ccc(O)cc4)CC3)[nH]c(=O)c2c1C	-13	-6	-15	14	7	-7	-3	6
O=C(NCc1cccc2ccccc12)Nc1ccccc1	11	8	-2	-9	-19	6	13	-3
CCN1CCc2c(sc(NC(=O)c3ccc(S(=O)(=O)N4CCCC4)cc3)c2C(=O)NC)C1	-1	-12	16	23	8	2	27	-1
S=C(NCCN1CCOCC1)NC1CCCCC1	-5	1	1	4	2	-6	5	-5
Cc1ccc(S(=O)(=O)NCC(=O)NCCc2c[nH]c3ccccc23)cc1C	19	-6	8	15	-6	13	-5	3
CCOC(=O)c1ccc(COC(=O)c2cc3ccccc3oc2=O)o1	7	-7	16	6	-18	2	15	-2
O=C(NCc1ccccc1)Nc1cccn(Cc2ccccc2F)c1=O	5	9	3	-17	6	12	9	-1
C=CCn1c(-c2sc3nc(C)cc(C)c3c2N)n[nH]c1=S	-2	0	-8	-3	0	9	-3	4
COc1cc(C2CC(=O)OC3=C2C(=O)CC(C)(C)C3)cc(OC)c1OC (centres undefined)	-11	1	-1	18	-7	7	2	-2
CCOC(=O)N1CCN(C(=O)C2CCN(S(=O)(=O)N3CCCC3)CC2)CC1	-3	5	10	56*	0	-5	-14	-1
COc1ccc(CC(=O)OCn2nnc3ccccc3c2=O)cc1	3	-3	7	-17	2	-4	18	-4
Cn1c(=O)cc(OCCCC(=O)NCCN2CCN(c3ccccc3F)CC2)c2ccccc21	5	-9	16	5	-1	57*	-1	-1
COc1cc2nc(CCc3ccccc3)oc(=O)c2cc1OC	-5	-2	-7	0	-1	17	1	-5
CC(C)CC(=O)n1sc(NC(=O)c2ccccc2)nc1=O	-4	4	14	19	5	-7	1	-2
CCOC(=O)C1=NN(c2ccccc2)C(=O)/C1=C\c1ccc(N(C)C)cc1	11	-4	-1	46	35	-45	27	-5
O=C(/C=C/c1ccccc1Cl)Nc1ccccc1	0	-1	5	-111	2	0	6	-1
COc1ccc(CNc2ccc(Cl)cc2)cc1Cn1ccnc1	-2	9	-8	7	-1	6	13	-4
C=C(C)CNC(=S)NNC(=O)c1cc(C)oc1C	-8	-4	14	-1	-5	-14	21	-2
COc1ccc2sc(N(CCCN(C)C)C(=O)c3ccc(S(=O)(=O)N4CCc5ccccc5C4)cc3)nc2c1	12	8	-12	6	3	75*	-1	50*
Cc1onc(C(=O)Nc2ccc(OC(F)(F)F)cc2)c1[N+](=O)[O-]	6	3	-2	-10	-15	0	11	4
Cc1ccccc1CC1CCN(CCCNC(=O)Nc2ccccc2)CC1	1	5	24	20	12	7	11	-4
COc1ccc(-c2noc(CCC(=O)N3CCN(c4ccc(Cl)cc4)CC3)n2)cc1	1	2	x	-1	-11	x	22	x
COc1ccc(CCNC(=O)C2CCCN(S(C)(=O)=O)C2)cc1OC (centres undefined)	0	0	-9	-10	-7	7	4	-3
O=C(Nc1ccccc1)Oc1cccc2cccnc12	-13	-4	x	-3	5	x	23	x
